# RPL19A-GFP yeast – yeast TOR pathway RPL19A-GFP modulation; S. cerevisiae RPL19A-GFP strain, flow cytometry, 3 h; stronger effect = lower value; percent response vs DMSO, % at 10 µM; 330,000 compounds, 0.3% hits; AID 2025;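 active = percent response vs DMSO below 50%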;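 note: median channel GFP fluorescence of the barcoded RPL19A-GFP strain; ratio of sample median GFP to plate DMSO average so 100% = DMSO; lower means less RPL19A-GFP as with rapamycin TOR inhibition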
# MEP2 TOR yeast – modulators of TOR pathway MEP2-GFP in S. cerevisiae. 330,000 compounds, 0.51% hits. S. cerevisiae MEP2-GFP strain, flow cytometry GFP, 3 h; 100% = DMSO control level. GFP response vs DMSO, % at 10 µM;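 active = GFP response versus DMSO above a set limit, roughly screen mean plus 3 SD, cut at about 180% in these data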;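 note: median GFP fluorescence of the barcode-gated MEP2-GFP cells per well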
# procasp7 counter – counter-screen: procaspase-7 (human) activation. P55210. recombinant procaspase-7, Ac-DEVD-pNA absorbance 405 nm; D23A/D198A/D206A triple mutant, cannot self-cleave; scale: DMSO 0, 5 µM enzyme 100. activation, % at 8.5 µM. 330,000 compounds, 0.093% hits. AID 463210;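 active = percent activation above the screen-wide mean plus 3 SD, cut at about 25% in these data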
#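 System: Uncleavable procaspase-7 mutant enzyme; Amount: 2 µM procaspase-7 mutant as dispensed; Schedule: 1 h compound preincubation, 2 h substrate cleavage, 25 °C; Measured by: 405 nm absorbance of p-nitroaniline; Evaluation: percent activation from buffer-corrected 0–120 min absorbance change; Control set: low DMSO alone, high DMSO plus 5 µM PC-7.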
# procasp3 activ – procaspase-3 (human) activation; recombinant procaspase-3 D3A, Ac-DEVD-pNA absorbance 405 nm; activation, % at 8.5 µM; 330,000 compounds, 0.11% hits; AID 463141;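 active = activation above the mean of all tested compounds plus 3 SD, cut at about 21% in these data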;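 note: 0% = DMSO alone and 100% = DMSO wells spiked with extra 5 µM PC-3 D3A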
#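 Test system: Procaspase-3 D3A mutant, all three cleavage aspartates alanine | Dosing: Single dose, 8.5 µM nominal compound, 0.8% DMSO | Schedule: 1 h preincubation, 2 h reaction | Technique: 405 nm absorbance of p-nitroaniline, reads at 0 and 120 min | Repeats: One well per compound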
# EBNA-1 inhibitor – blocks EBNA-1 binding to DNA. EBNA-1 DNA binding, fluorescence polarization. AID 1950. 300,000 compounds, 0.34% hits. inhibition, % at 14.8 µM; in the data active = inhibition above about 28%
# AHR activator – activates the human aryl hydrocarbon receptor; AHR-responsive luciferase reporter cells, luminescence; P35869; 320,000 compounds, 2.5% hits; activation, % at 5 µM; AID 2796; in the data active = activation above about 47%;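 note: 0% = vehicle wells and 100% = reference agonist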
# ZTA counter – counter-screen for EBNA-1 inhibitors: inhibitors of Epstein-Barr virus ZTA; P03206; ZTA-DNA binding, fluorescence polarization; inhibition, % at 11 µM; 320,000 compounds, 0.15% hits; in the data active = inhibition above about 33%
# LAP4-GFP MLPCN – yeast TOR pathway LAP4-GFP modulation; S. cerevisiae LAP4-GFP multiplex, flow cytometry GFP, 3 h; median GFP as percent of DMSO wells; 320,000 compounds, 0.34% hits; GFP response vs DMSO, % at 10 µM; AID 2023;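 active = GFP response vs DMSO above a set limit, about the screen mean plus 3 SD, cut at about 150% in these data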
# Numbers without * were called inactive; x = not tested or not shown; & = joins results of further samples.
SMILES,RPL19A-GFP yeast,MEP2 TOR yeast,procasp7 counter,procasp3 activ,EBNA-1 inhibitor,AHR activator,ZTA counter,LAP4-GFP MLPCN
CC1(C)Cc2c(C#N)c(N3CCNCC3)nc(-c3ccco3)c2CS1,100,107,3,-1,3,-2,-13,102
O=c1[nH]c(O)c(/C=C2\C=Nc3ccc(OCc4ccccc4)cc32)c(=O)[nH]1,106,110,-11,6,10,15,14,94
Cc1ccc(CN2CCCC(C(=O)c3ccc4c(c3)OCO4)C2)cc1C (configuration not stated),101,99,-8,8,2,2,25,110
Cc1cc(/C=C2\C(=O)NC(=O)N(Cc3ccco3)C2=O)c(C)n1-c1ccc(C(=O)O)cc1,99,100,-6,-5,-16,-1,0,105
Cc1nc2nc(SCC(=O)N3CCC4(CC3)OCCO4)nn2c(C)c1Cc1ccccc1,87,92,-10,-3,8,1,14,79
NNC(=O)CN1C(=O)CN=C(c2ccccc2)c2cc(Br)ccc21,93,98,0,12,-2,3,3,108
Cn1c(O)c(C=NC2CC(C)(C)NC(C)(C)C2)c(=O)n(C)c1=O,100,98,6,5,3,2,2,96
Oc1ccc(-[n+]2c(-c3ccccc3)cc(-c3ccccc3)cc2-c2ccccc2)cc1,111,96,4,10,4,-1,9,108
COc1cc2occc2c2oc(=O)ccc12,100,94,8,-3,9,19,-11,121
Cc1c(C(=O)N2CCC3(CC2)OCCO3)sc2ncnc(N(C)c3ccccc3)c12,95,92,-15,0,-15,6,6,96
COc1ccc(C(O)c2cc(OC)ccc2OP(=O)(N(C)C)N(C)C)cc1 (configuration not stated),95,99,0,-1,6,-1,-7,97
Cc1[nH]c2ccc(O)cc2c1CCN,90,98,2,-1,2,7,1,119
C[C@]12CCC3C(CC[C@H]4CC(=O)CC[C@]34C)C1CCC2=O (some centres not stated),96,91,9,-3,x,-2,x,105
COCCOC(=O)C1=C(N)OC(C)=C(C(=O)OC)C12C(=O)Nc1ccccc12 (configuration not stated),102,106,5,-8,-2,22,-15,107
CCCCn1c(O)c(C(CC)=NCc2ccc3c(c2)OCO3)c(=O)[nH]c1=O,100,98,0,-1,2,2,10,100
Cc1ccc(CC(=O)N2CCN(Cc3ccccc3)CC2)cc1,103,99,2,9,-8,7,-11,103
CN1CCCC(C(=O)c2ccccc2)C1 (configuration not stated),97,101,-3,3,-8,-1,-8,92
Cc1cc(N2C(=O)C3CCCN3C2c2cccc(Cl)c2)no1 (configuration not stated),101,99,5,4,-16,0,-5,105
COC(=O)C1=C(c2ccc(Cl)c(C(F)(F)F)c2)C[C@@H]2CC[C@H]1N2C(=O)NCCNC(C)=O,96,97,1,9,x,-1,-2,104
CN(C)CCCN=Cc1c(O)n(CCc2ccccc2)c(=O)[nH]c1=O,95,98,7,-4,1,4,0,104
COc1ccc(OC)c(C2=NOC(C(=O)N3CCC4(CC3)OCCO4)C2)c1 (configuration not stated),92,89,2,6,12,1,0,92
c1ccc(CCCN2CCN(CCOC(c3ccccc3)c3ccccc3)CC2)cc1,90,79,1,-1,-1,-4,2,75
CC(=NCc1ccc(F)cc1)c1c(O)n(C)c(=O)n(C)c1=O,97,100,-1,2,10,3,13,89
CCOC(C[n+]1c(-c2ccccc2)cc(C)cc1-c1ccccc1)OCC,102,89,-3,6,6,-1,-10,93
COc1nc(NCC2CCCO2)nc(N2CC3CC(C2)c2cccc(=O)n2C3)n1 (configuration not stated),101,105,2,0,5,2,9,108

# Quoted from the listing:
# CCOC(C[n+]1c(-c2ccccc2)cc(C)cc1-c1ccccc1)OCC in ZTA counter = -10
# Cc1[nH]c2ccc(O)cc2c1CCN in MEP2 TOR yeast = 98
# O=c1[nH]c(O)c(/C=C2\C=Nc3ccc(OCc4ccccc4)cc32)c(=O)[nH]1 in procasp7 counter = -11
# Cc1ccc(CC(=O)N2CCN(Cc3ccccc3)CC2)cc1 in MEP2 TOR yeast = 99

# The listing picks up; the three compounds before the break are reprinted first.
SMILES,RPL19A-GFP yeast,MEP2 TOR yeast,procasp7 counter,procasp3 activ,EBNA-1 inhibitor,AHR activator,ZTA counter,LAP4-GFP MLPCN
CC(=NCc1ccc(F)cc1)c1c(O)n(C)c(=O)n(C)c1=O,97,100,-1,2,10,3,13,89
CCOC(C[n+]1c(-c2ccccc2)cc(C)cc1-c1ccccc1)OCC,102,89,-3,6,6,-1,-10,93
COc1nc(NCC2CCCO2)nc(N2CC3CC(C2)c2cccc(=O)n2C3)n1 (configuration not stated),101,105,2,0,5,2,9,108
CCN(CC)P(=O)(NC(=O)C(Cl)(Cl)Cl)N(CC)CC.[Cl-].[Cl-].[Cl-].[Nd+3],95,99,-4,3,-8,1,-12,97
O=C1NC(=O)N(c2ccccc2)C(=O)/C1=C/c1ccc2c(c1)Cc1ccccc1-2,96,100,-5,-6,-2,-7,-2,103
CCN(C(=O)COC(=O)Cc1ccccc1)c1c(N)n(Cc2ccccc2)c(=O)[nH]c1=O,94,106,0,-2,x,-2,7,100
C=CCNC(=S)/N=C/c1c(O)[nH]c(=O)[nH]c1=O,108,107,-21,-13,-2,0,-8,95
O=C(NCC(c1cccnc1)N1CCN(c2ccccc2)CC1)Oc1ccccc1 (configuration not stated),92,94,1,-2,8,1,13,90
CCCOP(=O)(OCCC)C(NC(=O)c1cc(OC)c(OC)c(OC)c1)c1ccccc1 (configuration not stated),99,92,4,3,-4,37,-10,104
O=C1/C(=C/c2ccc([N+](=O)[O-])cc2)N2CCC1CC2,110,101,-3,-9,2,0,-7,113
O=[N+]([O-])c1cc([As](=O)(O)c2ccc(O)c([N+](=O)[O-])c2)ccc1O,105,97,-5,0,-6,6,-23,85
O=C(CCc1nnc2ccc(NCc3ccccc3)nn12)N1CCC2(CC1)OCCO2,97,105,-1,-1,0,-2,-1,104
COCCNC(=O)N1[C@H]2CC[C@@H]1C(C(=O)OC)=C(c1ccc(OC)c(OC)c1)C2,96,96,4,-1,x,0,4,98
O=P(C(Cl)Cl)(N1CCCCC1)N1CCCCC1,88,85,-5,-2,7,0,6,90
Cc1ccsc1C(=O)C1CCCN(Cc2sc(N(C)C)nc2Cl)C1 (configuration not stated),97,91,9,-2,-2,2,-3,97
CC(C)(C)C(=O)OC[N+](C)(C)CCOC(=O)C(O)(c1ccccc1)C1CCCC1 (configuration not stated),100,103,5,2,10,-1,3,87
Cc1ccc(NP(=O)(Oc2ccccc2F)Oc2ccccc2F)cc1C,94,95,7,-17,5,2,9,97
CC/C(=N\Nc1cccc2ccccc12)c1c(O)[nH]c(=O)[nH]c1=O,102,100,-9,-19,0,42,4,92
O=C1NC(=O)N(c2ccc3c(c2)OCO3)C(=O)/C1=C/c1ccc(N2CCCCC2)o1,97,101,-19,-6,9,-2,2,94
C=CCN1C(=O)NC(=O)/C(=C/c2cnc(SC)nc2)C1=O,108,108,-13,-6,5,15,-5,101
COC(=O)C1=C(c2ccc(S(C)(=O)=O)cc2)C[C@@H]2CC[C@H]1N2C,94,99,7,4,x,0,13,101
O=C1/C(=C\c2ccccc2)C2OCC=C3CN4CCC56c7ccccc7N1C5C2C3CC46 (configuration not stated),101,109,-7,1,-2,-2,11,103
Cc1ccc(O)c(CN2CCN(c3ccccc3)CC2)c1,98,105,2,1,1,2,-4,95
CC(C)CC(N(C)C)C1(c2ccc(Cl)cc2)CCC1 (configuration not stated),97&94,98&100,9&4,5&11,x,-1&-2,x,108&102
COc1ccc(C2=CC(c3ccc(OC)c(OC)c3)c3c(c4ccccc4oc3=O)O2)cc1OC (configuration not stated),104,103,-5,4,8,4,-6,94
Cc1cc(O)c(CN2CC=C(c3ccccc3)CC2)cc1C(C)C,104,108,-8,2,-11,4,3,90
C=CCN1C(=O)/C(=C/c2ccc(Br)s2)C(=O)NC1=S,71,94,-16,-3,-14,3,-3,142
CCn1c(=O)cc(OCC(=O)N2CCC3(CC2)OCCO3)c2ccccc21,97,97,-1,4,-1,28,-10,81
# Carrying on:
SMILES,RPL19A-GFP yeast,MEP2 TOR yeast,procasp7 counter,procasp3 activ,EBNA-1 inhibitor,AHR activator,ZTA counter,LAP4-GFP MLPCN
Cc1nc2ccccc2c(=O)n1-n1cnnc1,97,106,9,1,-1,2,-8,97
CCN(CC)CCN=Cc1c(O)n(Cc2ccco2)c(=O)[nH]c1=O,95,93,2,-3,-6,0,-17,102
O=C(NC(c1ccc(Cl)cc1)P(=O)(Oc1ccccc1)Oc1ccccc1)OCc1ccccc1 (configuration not stated),107,113,3,5,3,1,4,117
C=C1[C@@H](C)[C@H]2[C@H](Cc3ccccc3)NC(=O)[C@]23OC(=O)/C=C/[C@H](O)CCC[C@@H](C)C/C=C/[C@H]3[C@@H]1O,98,94,-11,-2,2,-5,1,107
C=CCN1C(=O)NC(=O)/C(=C/c2ccc(OC)c(CSc3ccccn3)c2)C1=O,100,101,-4,-10,-3,4,-7,102
CN(C=O)CP(=O)(O)CN(C)C=O,98,105,9,-1,-4,0,-5,102
CC(C)[C@]12CC(=O)[C@H](C)[C@H]1C2,105,98,5,0,x,-1,-4,106
O=C(c1cc(Br)ccc1Cl)N1CCC2(CC1)OCCO2,98,107,2,7,8,1,11,99
CCCc1nc2ccccc2c(=O)n1-c1ccc(OC)cc1,98,92,-4,5,0,0,-2,88
CN(C)c1ccc([P+](=O)c2ccc(N(C)C)cc2)cc1,102,104,2,5,5,1,11,99
O=C1NC(=O)C(Cc2cccs2)C(=O)N1,101,99,-9,-9,0,2,1,94
O=P(Nc1c(Cl)cccc1Cl)(c1ccccc1)c1nc2c(s1)CCCC2 (configuration not stated),100,103,1,-1,-7,-1,6,95
CN1C2CCC1CC(OC(=O)c1ccc(Cl)cc1)(C(=O)O)C2 (configuration not stated),93,103,11,-3,4,-2,-2,84
Cn1nccc1C(=O)N1CCC2(CC1)OCCO2,105,103,1,5,7,3,10,105
CCC(=O)OC1(c2ccccc2)C(C)CN(C)CC1C (configuration not stated),95,99,3,2,5,0,1,100
COc1ccc2c(c1)CC1(CN2C)C(=O)NC(=O)N(c2ccc(F)cc2)C1=O (configuration not stated),100,92,-1,-8,10,72*,-3,96
CCOc1cc(C(=O)N2CCC3(CC2)OCCO3)cc(OCC)c1OCC,95,99,-1,-5,1,0,-1,97
O=C1NC(=O)N(CCc2ccc(F)cc2)C(=O)/C1=C/C=C/c1ccccc1,103,98,-6,-3,2,-2,-1,111
O=C1NC(=O)C(CCc2ccccn2)(Cc2ccc3c(c2)OCO3)C(=O)N1CCc1ccccc1 (configuration not stated),100,99,1,3,-6,6,-8,93
C=C1C2C[C@H](O)C(C)(C)[C@@]2(O)[C@H](O)C[C@]23C[C@@](C)(O)[C@H](CC[C@H]12)[C@H]3OC(C)=O (some centres not stated),104,96,0,-1,12,2,0,114
CCSC(=O)N1CCCCCC1,96,89,8,0,x,-1,-4,100
Nc1cc(Cl)c2nonc2c1[N+](=O)[O-],88,93,-13,-1,-8,1,0,86
COC(=O)[C@@H](c1ccccc1)C1CCCCN1 (some centres not stated),97,102,-8,5,x,-1,x,98
CCCCCc1nc2c(c(=O)c3ccccc3n2C)c(=O)n1C1CCCCCC1,105,88,-1,-10,-7,3,-7,98
COc1cccc(N2C(=O)NC(=O)C3(Cc4cc(C)ccc4N(C)C3)C2=O)c1 (configuration not stated),105,114,-16,-5,3,25,2,108
CCN1CCN(C(=O)Cc2ccccc2OC)CC1,99,99,5,1,-6,2,6,97
COc1ccc(-c2nc3ccccc3c(=O)n2-c2cccnc2)cc1,85,94,0,-8,13,8,4,85
CCC(=Nc1ccc2c(c1)CCC2)c1c(O)n(-c2ccc(OC)cc2)c(=O)[nH]c1=O,92,90,-11,6,0,0,-13,96

# Assay outcomes from PubChem BioAssay.

# These rows are one share of the data; rates above refer to the full screens.
